# Source: PubChem (several laboratories)
# EBV LMP1 NFkB – Epstein-Barr LMP1 NF-kappaB reporter inhibition. LMP1-induced NF-kappaB luciferase reporter cells, luminescence. 0.69% of 350,000 active. AID 504558. inhibition, % at 12.5 µM; in the data active = inhibition above about 41%;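 also: 0% = neutral control wells and 100% = reference inhibitor control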
# TLR9-MyD88 block – blocks human TLR9 binding to MyD88; Q9NR96+Q99836; CHO BLA complementation TLR9-MyD88, CCF4 FRET ratio; inhibition, % at 4.98 µM; 0.21% of 340,000 active; AID 504734;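 active = inhibition above the mean over all tested compounds plus 3 SD, cut at about 21% in these data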;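 also: 0% = DMSO only wells and 100% = clavulanate BLA inhibitor control wells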
# NCOA2 inhibitor – human SRC2 (NCOA2) inhibition; HEK293 GAL4-SRC2 luciferase reporter, luminescence; AID 651957; 0.17% of 370,000 active; Q15596; inhibition, % at 9 µM;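 active = inhibition above the mean inhibition of all tested compounds plus 3 SD, set per campaign, cut at about 52% in these data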;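 also: 0% = DMSO treated cells and 100% = cells given Gossypol at 36 µM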
# TWEAK Fn14 block – inhibitors of TWEAK-Fn14 interaction signaling | inhibition, % at 10 µM | TWEAK-stimulated Fn14 reporter cells, luciferase luminescence, 8 h | 2% of 360,000 active | AID 1159606; in the data active = inhibition above about 50%
# NCOA3 inh – inhibits human SRC3 coactivator. 0.17% of 360,000 active. inhibition, % at 3.6 µM. Q9Y6Q9. HEK293 GAL4-SRC3 luciferase reporter, luminescence. AID 588352;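 active = inhibition above a per-campaign cutoff, the mean of all compounds plus 3 SD, cut at about 60% in these data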;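 also: 0% = DMSO-treated cells and 100% = gossypol-treated cells at 36 µM; higher means less SRC3-driven luciferase light from the GAL4 reporter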
# COUP-TFII inh – inhibitors of human COUP-TFII (NR2F2) | HEK293T NGFI-A luciferase reporter, luminescence | AID 686940 | inhibition, % at 8.6 µM | P24468 | 0.7% of 370,000 active;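 active = inhibition above a per-plate cutoff, mean inhibition of test wells between control levels plus 3 SD, cut at about 38% in these data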;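 also: cells cotransfected with COUP-TFII expression vector driving the NGFI-A reporter; 0% = median of COUP-TF2 test wells and 100% = reporter-only cells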
# Target sequence (P24468 whole entry, looked up): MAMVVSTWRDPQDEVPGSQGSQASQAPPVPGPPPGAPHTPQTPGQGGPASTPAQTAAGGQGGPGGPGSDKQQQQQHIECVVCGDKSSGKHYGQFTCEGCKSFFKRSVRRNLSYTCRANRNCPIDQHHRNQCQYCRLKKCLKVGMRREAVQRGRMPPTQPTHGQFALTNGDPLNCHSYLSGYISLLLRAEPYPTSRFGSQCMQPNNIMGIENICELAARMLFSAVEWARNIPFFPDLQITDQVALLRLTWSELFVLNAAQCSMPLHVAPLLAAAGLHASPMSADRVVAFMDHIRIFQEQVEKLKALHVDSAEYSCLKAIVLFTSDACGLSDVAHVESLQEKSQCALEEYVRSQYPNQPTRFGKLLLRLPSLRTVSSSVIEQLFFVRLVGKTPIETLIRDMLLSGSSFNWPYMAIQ
# LRH-1 inv ag – inverse agonists of human LRH-1 (NR5A2); O00482; HEK293T StAR-luciferase reporter, LRH-1 transfected, 24 h; inhibition, % at 3.6 µM; 0.13% of 360,000 active; AID 602396;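 active = inhibition above the mean inhibition of all tested compounds plus 3 SD, cut at about 73% in these data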;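 also: 0% = DMSO wells and 100% = reporter-only cells lacking LRH-1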
# Target sequence (O00482 whole entry, looked up): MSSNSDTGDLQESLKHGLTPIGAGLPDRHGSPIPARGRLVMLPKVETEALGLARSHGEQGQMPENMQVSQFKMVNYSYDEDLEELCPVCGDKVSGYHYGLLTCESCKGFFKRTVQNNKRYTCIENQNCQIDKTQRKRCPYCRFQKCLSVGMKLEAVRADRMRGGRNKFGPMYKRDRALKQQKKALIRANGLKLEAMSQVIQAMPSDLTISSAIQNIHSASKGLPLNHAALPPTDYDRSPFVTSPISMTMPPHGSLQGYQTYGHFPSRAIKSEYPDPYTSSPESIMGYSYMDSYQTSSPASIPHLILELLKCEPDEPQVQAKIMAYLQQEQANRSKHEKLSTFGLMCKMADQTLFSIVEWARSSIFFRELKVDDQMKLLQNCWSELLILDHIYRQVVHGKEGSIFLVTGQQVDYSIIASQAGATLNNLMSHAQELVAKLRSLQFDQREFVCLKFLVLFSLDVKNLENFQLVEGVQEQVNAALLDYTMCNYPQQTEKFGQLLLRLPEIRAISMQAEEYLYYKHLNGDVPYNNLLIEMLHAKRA
# NCOA1 inh – inhibits human SRC1 coactivator; Q15788; HEK293 GAL4-SRC1 luciferase reporter, luminescence; inhibition, % at 3.6 µM; 0.12% of 360,000 active; AID 588354;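 active = inhibition above the campaign mean plus 3 SD, with each screening campaign given its own cutoff, cut at about 60% in these data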;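 also: 0% = DMSO treated cells and 100% = gossypol at 36 µM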
# TROY NFkB inh – TROY signaling inhibition; Q293 LMP1-TROYcd NF-kB luciferase reporter, 4 h; inhibition, % at 10 µM; 0.98% of 360,000 active; AID 1347056;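 active = compounds whose plate-normalised and pattern-corrected inhibition of the luciferase reporter signal at the single screening dose is 50% or more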
# TRAIL sens C8 – caspase-8 TRAIL sensitization | 1% of 360,000 active | AID 624354 | NB7+C8 cells + TRAIL, ATPlite viability luminescence | inhibition (viability loss, TRAIL sensitization), % at 10 µM;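 active = compounds causing at least 50% loss of cell viability in the single-dose screen, relative to plate controls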
# NOD2 RIPK2 PPI – NOD2-RIPK2 protein interaction inhibition | 0.38% of 360,000 active | inhibition, % at 4.98 µM | O43353 | AID 624267 | CHO BLA complementation NOD2-RIPK2, CCF4 ratio; in the data active = inhibition above about 21%;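 also: 0% = vehicle only and 100% = reference blocker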
# Active calls of the source: *; nt = not tested or not shown. A portion of the library; the hit share may differ from the screen's.
SMILES,EBV LMP1 NFkB,TLR9-MyD88 block,NCOA2 inhibitor,TWEAK Fn14 block,NCOA3 inh,COUP-TFII inh,LRH-1 inv ag,NCOA1 inh,TROY NFkB inh,TRAIL sens C8,NOD2 RIPK2 PPI
CC1(C(=O)Nc2ccc(Cl)c(C(F)(F)F)c2)Cc2c(-c3ccc(C(N)=O)cc3)ccnc2O1 (stereo unspecified),nt,nt,-22,-56,-7,14,-21,5,29,20,-1
CCOC1=C2[C@@H](CN(S(=O)(=O)c3ccc(C)cc3)[C@H]2c2cccc3ccccc23)[C@H]2C(=O)N(CC)C(=O)[C@H]2C1,nt,nt,0,24,5,-5,10,-3,12,8,-14
Cc1cccc(NC(=O)NC(C)C(c2ccccc2)N2CCN(C)CC2)c1 (stereo unspecified),-5,5,-13,-2,15,14,4,2,-10,0,-4
CC1(C)C2CCC1(C)C(OCCNCCOC(=O)Nc1ccccc1)C2 (stereo unspecified),5,10,10,-10,-2,4,-4,1,7,10,12
CCCCN=C1N/C(=C\c2ccco2)C(=O)N1c1ccccc1,0,-6,-30,37,-25,19,-4,-6,50,-15,-2
CC(=O)C1=C(O)C(=O)N(C2CCCCC2)C1c1ccccc1 (stereo unspecified),0,-16,0,-17,-51,3,0,-5,12,-6,-2
COc1cc(C=NNC(=S)Nc2ccc(S(=O)(=O)N3CCCCC3)cc2)cc(OC)c1OC,-15,6,-40,-19,-24,-3,1,-6,-18,20,-11
Cc1c(Cl)cn2c(=O)cc(CN3CCN(c4ccccc4)CC3)nc2c1Cl,2,-2,7,0,2,4,6,-29,1,-4,0
COc1ccc(C2C(C#N)=C(N)OC3=C2C(=O)CC(C)(C)C3)c([N+](=O)[O-])c1OC (stereo unspecified),-25,-4,20,0,2,2,-9,-12,-8,8,1
CCCCS(=O)c1snnc1C (stereo unspecified),7,6,8,-10,5,-5,-7,-10,7,-6,-3
CCc1cc(=O)oc2c(CNCc3ccc(OC)cc3OC)c(O)c(Cl)cc12,-2,-5,-17,-6,10,7,1,7,-2,-5,-3
CCn1c(O)c(C(C#N)=C2N=c3ccccc3=N2)c2ccccc21,-10,-1,16,-16,10,-5,-4,7,2,10,-7
CCOC(=O)c1ccc(OC)c(OC)c1Cl,-1,2,-9,-11,10,-5,5,3,10,18,-12
O=c1c2cc(NC(=S)N3CCCCCC3)ccc2nc2n1CCCCC2,3,-5,-17,23,13,-8,-6,7,-25,4,0
Cn1nc(C(C)(C)C)cc1C(=O)N1CCCCC1c1cc(C(=O)Nc2cccc(C#N)c2)no1 (stereo unspecified),nt,nt,-29,29,-11,11,-14,-52,17,20,5
O=C(Nc1cccc(F)c1)Nc1nnc([C@@H]2O[C@H](CO)[C@@H](O)[C@H]2O)s1,nt,nt,-13,9,-2,1,8,9,4,-4,-4
O=C(COc1ccccc1[N+](=O)[O-])NCCC1=CCCCC1,-2,-5,7,-30,3,-4,-8,6,-30,-5,-4
CCNC(=O)C1=C(O)c2sccc2N(C)S1(=O)=O,3,6,-1,13,2,-8,11,0,2,-5,-9
COc1ccc(Cl)cc1NC(=O)N1CCN(S(C)(=O)=O)CC1,-8,4,8,-10,4,4,-1,-7,-10,10,-9
CCN(CC(=O)Nc1cc(Cl)ccc1C)C(=O)C1CCCCC1,2,1,8,-4,27,5,6,-3,2,-8,-14
O=C(NCc1cccs1)C1CCCN(S(=O)(=O)c2cnc[nH]2)C1 (stereo unspecified),1,1,-17,2,1,-11,5,-1,7,-5,-1
COc1ccccc1C1CCN(Cc2ccc3ccccc3c2)CC1,7,9,-6,-16,-1,-12,27,12,25,32,-7
O=C(Cn1ccc(NC(=O)OCc2ccccc2)nc1=O)NCc1ccccn1,0,2,2,12,-4,0,-9,-3,-10,-4,10
CC(C)NC(=O)N(C)C[C@@H]1Oc2ccc(NC(=O)Nc3ccc(C(F)(F)F)cc3)cc2CC(=O)N([C@H](C)CO)C[C@@H]1C,-8,2,-6,0,7,-15,-9,-12,3,33,-8

# An excerpt from above in order of heavy-atom count, lowest first.
SMILES,EBV LMP1 NFkB,TLR9-MyD88 block,NCOA2 inhibitor,TWEAK Fn14 block,NCOA3 inh,COUP-TFII inh,LRH-1 inv ag,NCOA1 inh,TROY NFkB inh,TRAIL sens C8,NOD2 RIPK2 PPI
CCNC(=O)C1=C(O)c2sccc2N(C)S1(=O)=O,3,6,-1,13,2,-8,11,0,2,-5,-9
O=C(NCc1cccs1)C1CCCN(S(=O)(=O)c2cnc[nH]2)C1 (stereo unspecified),1,1,-17,2,1,-11,5,-1,7,-5,-1
COc1ccccc1C1CCN(Cc2ccc3ccccc3c2)CC1,7,9,-6,-16,-1,-12,27,12,25,32,-7

# Remaining list, next part
SMILES,EBV LMP1 NFkB,TLR9-MyD88 block,NCOA2 inhibitor,TWEAK Fn14 block,NCOA3 inh,COUP-TFII inh,LRH-1 inv ag,NCOA1 inh,TROY NFkB inh,TRAIL sens C8,NOD2 RIPK2 PPI
Cc1ccc(-c2nnc(SC(C)C(=O)NCC3CCCO3)nc2-c2ccc(C)cc2)cc1 (stereo unspecified),-12,9,-3,-20,8,4,0,-5,-14,-8,0
CCOc1cc(-c2noc(CCC(=O)Nc3cccnc3)n2)ccc1OC,3,-2,22,6,18,17,16,6,-14,-5,-14
COC(=O)c1sccc1NC(=O)Nc1cccc(Cl)c1Cl,8,8,15,30,8,0,-5,-40,-7,-1,-1
Cc1cc(C)nc(NS(=O)(=O)c2ccc(N/C=C\C(=O)c3cccs3)cc2)n1,-2,2,-56,-19,-49,-26,-37,-59,-24,1,-9
C=CCN(c1ccccc1)S(=O)(=O)c1cccc(C(=O)N(CC)CC(=O)Nc2c(F)cccc2F)c1,5,1,13,7,12,30,0,-24,17,11,-1
COc1ccc(CCCC(=O)Nc2ccc(F)cc2)cc1,-1,9,6,42,2,-1,-15,-14,-20,-11,-9
CCc1nc2ccccc2n1Cc1ccccc1OC,0,2,-3,-7,-8,1,8,-8,2,5,11
O=S(=O)(CCN1CCSCC1)c1ccc(Cl)cc1,-5,0,19,-1,23,-9,13,-6,-3,-19,9
CCc1nc(N2CCN(C(=S)NCCCOC)CC2)c2c3c(sc2n1)CCCC3,-10,-1,33,23,3,26,17,-8,19,-8,5
O=C(CCc1cn2ccccc2n1)NC1CCCc2c1cnn2-c1ccccc1F (stereo unspecified),-3,7,-2,7,19,0,9,12,-2,11,-6
Cc1ccc(OCc2cc(C(=O)N(C)CCn3ccnc3C)no2)cc1C,-5,3,-11,14,-7,8,-7,-2,-25,10,2
COCc1cn(CC[C@@H]2CC[C@@H](NC(=O)Nc3ccc4c(c3)OCO4)[C@@H](CO)O2)nn1,nt,nt,-22,nt,nt,-12,-1,nt,nt,12,-17

# As entered above:
# `Cc1cc(C)nc(NS(=O)(=O)c2ccc(N/C=C\C(=O)c3cccs3)cc2)n1` in NCOA3 inh has -49
# `CCOc1cc(-c2noc(CCC(=O)Nc3cccnc3)n2)ccc1OC` in NOD2 RIPK2 PPI has -14
# `CCc1nc2ccccc2n1Cc1ccccc1OC` in TWEAK Fn14 block has -7
# `Cc1ccc(-c2nnc(SC(C)C(=O)NCC3CCCO3)nc2-c2ccc(C)cc2)cc1` (stereo unspecified) in TROY NFkB inh has -14
# `COC(=O)c1sccc1NC(=O)Nc1cccc(Cl)c1Cl` in EBV LMP1 NFkB has 8
# `Cc1ccc(OCc2cc(C(=O)N(C)CCn3ccnc3C)no2)cc1C` in TLR9-MyD88 block has 3
# `CCc1nc(N2CCN(C(=S)NCCCOC)CC2)c2c3c(sc2n1)CCCC3` in NCOA3 inh has 3

# Next entries
SMILES,EBV LMP1 NFkB,TLR9-MyD88 block,NCOA2 inhibitor,TWEAK Fn14 block,NCOA3 inh,COUP-TFII inh,LRH-1 inv ag,NCOA1 inh,TROY NFkB inh,TRAIL sens C8,NOD2 RIPK2 PPI
Cc1cc(C(=O)COc2ccccc2C(N)=O)c(C)n1C,0,-3,-34,-11,-14,-20,-3,1,2,4,-3
O=C1c2ccccc2C(c2nnnn2Cc2ccccc2)N1Cc1ccc2c(c1)OCO2 (stereo unspecified),nt,nt,7,8,nt,-25,-2,nt,-13,-9,-9
Nc1nc(SCC(=O)NCc2ccco2)[nH]c(=O)c1-c1ccccc1,1,-17,-2,-29,9,-1,-5,-8,-13,3,-16
CCCCn1c(SCC(=O)NCc2ccccc2)nc2ccc(N3CCOCC3)cc2c1=O,-6,11,-17,1,-8,9,3,9,-1,4,5
COc1cc(C(=O)NC(c2ccccc2)c2ccccc2)cc(OC)c1C,2,-2,nt,-9,-19,nt,-12,-15,3,-22,-9
COc1ccc(CNC(=O)COC(=O)c2n[nH]c3ccccc23)cc1OC,1,-3,-17,22,2,18,-11,2,5,11,-9
COc1ccc(-c2cc(NC(C)=O)c3ncc(-c4ccc(F)cc4)n3c2)cc1OC,nt,nt,14,15,-6,0,-23,-16,-30,5,0
Cc1ccc(C(=O)NCc2ccco2)cc1S(=O)(=O)N1CCCCC1,6,9,2,13,-3,8,20,10,-9,-4,-8
CC[n+]1c(/C=C(/C)SC)sc2ccccc21,-2,-10,-47,2,0,6,14,5,-9,11,-11
C/C(=N\Nc1nc(-c2cc(C)ccc2C)cs1)c1cc2c(ccc3ccccc32)oc1=O,-11,-4,13,31,7,-5,7,2,10,8,3
Cc1nc2nc(CCc3ccccc3)nn2c(C)c1Cl,-12,-9,-8,-11,-33,-10,-6,-15,-17,-8,-2
CCc1c(C2(O)CCCCC2)[nH]c2ncccc12,-7,-7,15,12,-1,10,-4,0,-6,-4,7
COc1ccc(-c2cc(C3CCN(Cc4cccc(C(F)(F)F)c4)CC3)[nH]n2)cc1,2,6,18,26,20,30,7,5,15,22,6
Cc1cc(C)nc(SCC(=O)N/N=C\C(Br)=C\c2ccccc2)n1,-1,-3,-26,-1,5,5,-6,0,7,10,-1
CC(=O)NNC(=O)c1nc(-c2ccccc2)c(C)o1,7,-32,-2,-11,14,1,-21,6,-3,-4,11
O=C(CCc1nc2ccccc2c(=O)[nH]1)NCc1ccccn1,-2,-5,4,9,-12,11,16,-11,-10,-6,-4
COc1ccc(C(CNC(=O)C(CC(C)C)NS(=O)(=O)c2ccc(C)cc2)N2CCOCC2)cc1 (stereo unspecified),-1,-8,13,4,-3,12,-1,-4,-25,-7,3
COc1ccc(N2CCN(CC(=O)Nc3nc4c(s3)CC(C)CC4)CC2)cc1 (stereo unspecified),3,1,-1,22,-8,-2,-8,-24,nt,-4,7
CCOCCCNc1c(CC)c(C)c(C#N)c2nc3ccccc3n12,7,-5,12,-7,4,-13,-2,-6,-6,-6,-4
Cc1ccc(-c2csc(SCC(=O)c3c(N)n(C4CC4)c(=O)[nH]c3=O)n2)cc1,-2,-1,6,3,-17,14,6,-31,-11,-1,-8
COc1cccc(C#Cc2ccc3c(c2)O[C@H](CN(C)S(=O)(=O)c2ccccc2F)[C@H](C)CN([C@H](C)CO)S3(=O)=O)c1,2,-2,26,8,-7,-4,-13,-9,-1,-4,0
CC1(NS(=O)(=O)c2ccc(Cl)s2)CCS(=O)(=O)C1 (stereo unspecified),1,3,-14,12,-1,14,6,14,1,-5,1
CN(C)CCCN(C(=O)c1ccc(S(=O)(=O)N2CCc3ccccc3C2)cc1)c1nc2ccc(F)cc2s1,-39,-1,-5,-208,2,-11,-2,3,0,85*,9
